PAX8 inh HTS: PAX8 transcriptional activity inhibition; 1.2% of 360,000 active; inhibition, % at 12.6 µM; RMG-I TPO-luciferase reporter, SteadyGlo, 24 h;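 active = mean replicate inhibition at least 60% with every replicate also reaching 60%; inconclusive = only one of the two criteria is met; inactive = mean below 60% and not all replicates reaching 60%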;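 note: luciferase light reporting Pax8 driven TPO promoter activity; plate controls were median of neutral control wells for no effect and mitoxantrone controls for full effect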
miR122 inh: blocks miR-122 activity in Huh7 sensor cells; Huh7 miR-122 Renilla luciferase sensor, 48 h; neutral wells = 0, positive control = 100; activation (reporter increase), % at 12.5 µM; 0.3% of 340,000 active;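 active = mean replicate activation score at least 90 and every replicate individually at or above 90; inconclusive = only one of the two criteria met; inactive = neither criterion met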;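 note: higher luciferase means less miR-122 activity so hits act as miR-122 inhibitors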
FN deposit inh: fibronectin deposition inhibition; AH1F fibroblasts, Alexa488-fibronectin deposition fluorescence, overnight; inhibition, % at 12.6 µM; 0.086% of 350,000 active; AID 743247;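 active = mean inhibition across replicates of 30% or more, regardless of how many single replicates reach that level; inconclusive = mean under 30% yet at least half of replicates reach 30%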;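 note: positive control wells lacked labelled fibronectin entirely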
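Assay system: AH1F fibroblasts assembling fluorescent fibronectin matrix; Amount: 10000 AH1F cells per well; Buffer or medium: DMEM, 2% serum; Probe or stimulus: Alexa488-fibronectin, 24 nM final in well; Doses: single compound dose, delivered by pin transfer; Incubation: 1 h adhesion, overnight exposure; Measured by: fluorescence 485/525 nm; Read-out: fibronectin deposition inhibition.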
F508del corr: correctors of CFTR F508del function in bronchial epithelial cells | activity (quench increase), % at 7.58 µM | CFBE cells, YFP halide quenching; stimulated with forskolin plus potentiator P3; % fluorescence drop versus neutral controls | 0.36% of 350,000 active;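 active = mean added fluorescence quench of at least 8% versus neutral control, with both replicates also reaching 8%; inconclusive = only one of the mean or replicate conditions met; inactive = mean below 8% and not both replicates reaching 8%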;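 note: cells transiently co-express mutant CFTR-F508del with the halide-sensitive YFP; corrector assay measuring rescue of mutant channel to the surface after 24 h compound exposure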
EWS-Fli inh: inhibitors of EWS/Fli oncoprotein transcriptional activity | inhibition, % at 12.6 µM | AID 651661 | A673 NR0B1-luciferase reporter, viability-normalised | 0.67% of 350,000 active;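 active = mean inhibition of at least 50% after viability correction, with every replicate also passing that limit; inconclusive = mean reaches 50% but only one of two replicates passes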;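 note: firefly luciferase signal divided by Alamar Blue viability fluorescence both relative to DMSO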
DENV2 CPE rescue: inhibitors of DENV2 cytopathic effect. 1.7% of 350,000 active. CPE inhibition, % at 9.99 µM. DENV2-infected cells, cytopathic effect rescue, plate reader; in the data active = CPE inhibition above about 20%, passing the limit was not always enough; inconclusive = no clear call, values can overlap the other calls; tested in BHK-21 cells;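 note: 0% = median of neutral control wells and 100% = median of positive control wells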
GSIS activator: primary screen for activators of insulin secretion dependent on glucose, INS-1E cells, GLuc reporter luminescence | INS-1E GLuc reporter insulin secretion, 2-3 h | activation, % at 16.6 µM | 0.61% of 370,000 active | AID 743287;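 active = lowest replicate activation of at least 40%, so every replicate reaches that level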;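 note: 0% = median of neutral control wells and 100% = median of IBMX positive control wells; some compounds called inactive have numbers as strong as hits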
* hit, by the source's call; ? = inconclusive; . = not tested or not shown; [ ] = dose if it differs, or a comment.

SMILES	PAX8 inh HTS	miR122 inh	FN deposit inh	F508del corr	EWS-Fli inh	DENV2 CPE rescue	GSIS activator
N#C[C@@H]1[C@H](c2ccc(C3=CCCC3)cc2)[C@H](CO)N1C(=O)C1CCC1	-5	.	12	-0.9	3	2	2
C[C@H](CO)N1C[C@H](C)[C@H](CN(C)C(=O)NC2CCCCC2)OCCCC[C@H](C)Oc2ccc(NS(=O)(=O)c3ccc(Cl)cc3)cc2C1=O	36	-6[16.7 µM]	-5	-2.9	7	-2	-5
COc1ccc(CNC(=O)CCNC(=O)c2ccc(C(C)(C)C)cc2)cc1OC	7	4	.	0.0	6	5	8
CCN(CC)S(=O)(=O)c1ccc(N2CCOCC2)c(NC(=O)c2cc(C)cc(C)c2)c1	8	.	1	.	.	.	-6
Nc1nc(NCCc2ccccc2)nc(NCc2ccccc2)c1[N+](=O)[O-]	10	.	12	0.7	-11	0	6
CC(=O)N1c2ccc(S(=O)(=O)N3CCCCC3)cc2CC1C(=O)NCc1ccccc1C (stereo not drawn)	3	-2	-24	-1.5	-4	-12	-25
Cc1ccc(S(=O)(=O)Nc2ccccc2C(=O)N2CCOCC2)cc1	-1	-1	.	-2.1	.	10	15
COc1ccc2c3c([nH]c2c1)[C@H](CO)N(Cc1ccccn1)CC31CN(C(=O)c2ccccn2)C1	8	.	.	0.7	-9	7	3
COc1ccc(S(=O)(=O)N(C)C[C@@H]2OCCCC[C@@H](C)Oc3ccc(NS(=O)(=O)c4c(C)noc4C)cc3C(=O)N([C@@H](C)CO)C[C@H]2C)cc1	-15	-17[16.7 µM]	-8	0.0	-1	-1	-25
COc1cccc(/C=N/N2CCN(c3ccc(Cl)cc3)CC2)c1OC	-1	-1	0	-0.8	-3	0	2
CC(C)NC(=O)Nc1ccc2c(c1)CC(=O)N([C@H](C)CO)C[C@H](C)[C@@H](CN(C)C(=O)Nc1ccc3c(c1)OCO3)O2	-16	11[16.7 µM]	.	1.6	-10	.	3
CCOc1ncccc1-c1nc(-c2cccs2)no1	-64	2	10	3.6	-46	10	31
CCOC(=O)N1CCN(C(=O)C2CC(c3cc(OC)ccc3OC)=NO2)CC1 (stereo not drawn)	.	-2	6	.	.	.	12
Cc1c(Cl)cccc1NC(=S)NCCc1ccc(F)cc1	-17	13	0	2.7	2	-3	-16
C[C@H]1CN([C@@H](C)CO)S(=O)(=O)c2ccc(-c3ccccc3)cc2O[C@H]1CN(C)S(C)(=O)=O	.	2[16.7 µM]	-6	-3.3	0	-5	-1

Next part, overlapping the part above by 4 compounds.
SMILES	PAX8 inh HTS	miR122 inh	FN deposit inh	F508del corr	EWS-Fli inh	DENV2 CPE rescue	GSIS activator
CCOc1ncccc1-c1nc(-c2cccs2)no1	-64	2	10	3.6	-46	10	31
CCOC(=O)N1CCN(C(=O)C2CC(c3cc(OC)ccc3OC)=NO2)CC1 (stereo not drawn)	.	-2	6	.	.	.	12
Cc1c(Cl)cccc1NC(=S)NCCc1ccc(F)cc1	-17	13	0	2.7	2	-3	-16
C[C@H]1CN([C@@H](C)CO)S(=O)(=O)c2ccc(-c3ccccc3)cc2O[C@H]1CN(C)S(C)(=O)=O	.	2[16.7 µM]	-6	-3.3	0	-5	-1
Cc1ccccc1NC(=O)CCC(=O)OCC(=O)c1cccc([N+](=O)[O-])c1	4	-7	1	1.5	-3	-1	0
CCC(=O)N1C[C@@H]2[C@H](c3ccccc31)[C@@H](CO)N2C(=O)CC	-40	36[16.7 µM]	.	-2.0	-6	-6	9
O=C(CN(Cc1ccc2c(c1)OCO2)C(=O)CSc1nc2ccccc2o1)NC1CCCCC1	-8	0	-9	.	.	.	.
O=C(O)c1ccc(CNCc2cccc(OCc3ccc(F)cc3)c2)cc1	-3	.	2	1.5	10	3	12
O=C(Cn1cnc2ccccc2c1=O)N1CCN(c2ccccc2)CC1	12	-15	2	.	.	.	.
COc1ccc([C@H]2C[C@@H](n3cc(COC(=O)c4ccccc4)nn3)[C@H](O)CN2C(=O)c2cccs2)cc1	0	7	-12	-3.0	-11	-1	-22
COc1cc(CC(=O)OCC(=O)N(C)C2CCCCC2)cc(OC)c1OC	-4	-8	6	1.6	9	1	-3
COc1ccc2cc(CCNC(=O)c3ccc(S(=O)(=O)N4CCCC4)cc3)c(=O)[nH]c2c1	0	-1	7	-1.1	6	15	5
C[C@@H]1CN([C@@H](C)CO)C(=O)c2cccc(NC(=O)Nc3ccc(F)cc3)c2O[C@@H]1CN(C)C(=O)Nc1ccc(C(F)(F)F)cc1	-1	-16[16.7 µM]	-2	-1.5	1	-10	-23
O=C(c1ccccc1)N1Cc2ccccc2C[C@]2(N=C(c3ccc(OCCCO)cc3)O[C@@H]2c2ccccc2)C1=O	68*	.	.	6.3	-4	-6	.
CCCS(=O)(=O)NC(=O)C1(C)CCN(C(=O)c2cc(OC)c(OC)c(OC)c2)C1 (stereo not drawn)	-3	.	.	-3.1	5	2	.
CCN(C(=O)CSC1=Nc2ccccc2C2CC=NN12)C1CCS(=O)(=O)C1 (stereo not drawn)	36	.	7	-0.1	7	.	48
C[C@@H]1CN([C@H](C)CO)C(=O)c2cc(-c3cncnc3)cnc2O[C@H]1CN(C)C(=O)Cc1cccnc1	.	-7[16.7 µM]	3	-1.4	10	8	18
C[C@@H]1CN([C@@H](C)CO)C(=O)Cc2cc(NC(=O)CCCCCC(=O)Nc3ccccc3N)ccc2O[C@@H]1CN(C)Cc1ccc(Oc2ccccc2)cc1	?	-11[16.7 µM]	.	1.7	47	?	17
Cc1c(C)c2ccc(OCC(=O)NCCCN3CCCC3=O)cc2oc1=O	9	-7	3	3.8	0	4	11
CC[C@@]1(c2cccc(C)c2)C(=O)N(C(=O)OC)N1C(=O)OC	-20	-3	-6	1.8	-3	.	-16
CC(C)CCn1cnc2c1c(=O)n(CC(=O)NC(N)=O)c(=O)n2Cc1ccccc1	1	-7	8	3.3	9	-9	33
Cc1nnc(NC(=O)CSc2ccc(-c3cccnc3)nn2)s1	19	.	2	3.6	9	6	19
N#CC1=C(N)Oc2cc(N)ccc2C1c1ccc(Cl)cc1 (stereo not drawn)	20	.	1	-4.2	7	-2	-5
CCOc1cc(/C=N/NC(=O)c2cccs2)cc([N+](=O)[O-])c1O	-10	1	-4	1.6	2	4	7
CCCNC(=O)C1(C)CCN(Cc2ccc(C(=O)OCC)cc2)C1 (stereo not drawn)	6	4	3	2.7	2	5	.
COc1ccc(CCNS(=O)(=O)c2ccc(Br)cc2)cc1OC	5	23	2	4.2	0	0	35
CO[C@H]1CN(C)C(=O)c2ccc(NC(=O)Cc3ccccc3)cc2OC[C@@H](C)N(C(C)=O)C[C@@H]1C	.	-10[16.7 µM]	-25	2.3	2	-5	0
Cc1ccc(NC(=O)CN(C)C(=O)c2cc(-c3ccco3)nc3ccccc23)cc1	11	.	2	-1.6	1	?	12
N#C[C@@H]1[C@H](c2ccccc2-c2ccccc2F)[C@@H](CO)N1C(=O)C1CC1	-9	.	-5	1.0	1	-4	8
CCOc1ccc(N(CC(=O)Nc2cc(Cl)ccc2C)S(C)(=O)=O)cc1	24	6	-10	3.6	15	-1	-33
CC(C)Oc1cc(F)ccc1-c1cc(C(=O)NCc2ccccn2)[nH]n1	-5	0	-1	0.9	2	?	-16
CCc1nc(SCC(=O)N2CCCCCC2)c2c(=O)n(C)c(=O)n(C)c2n1	19	-4	1	0.5	3	14	-43
Cc1ccc(S(=O)(=O)CCSc2ccc(C(F)(F)F)cn2)cc1	-4	-7	7	-2.4	14	1	.
CCCNC(=O)N1[C@H](CNC(=O)CC)[C@H](c2ccc(C3=CCCC3)cc2)[C@@H]1CO	6	-12[16.7 µM]	-5	-0.3	-5	-2	7
C[C@@H]1CN([C@@H](C)CO)C(=O)c2cccc(NC(=O)c3nc4ccccc4s3)c2O[C@H]1CN(C)S(=O)(=O)c1ccccc1	-15	-1[16.7 µM]	.	-0.5	12	11	10
COCC(=O)Nc1ccc2c(c1)C(=O)N(C)[C@@H]1CC[C@@H](CC(=O)OC)O[C@H]1CO2	-5	-8[16.7 µM]	-15	1.3	8	11	6
Cn1c(=O)c2c(nc3n2CC(CO)O3)n(C)c1=O (stereo not drawn)	14	-2	9	2.0	1	5	11
CCOc1ccc(NC(=O)c2cccc(S(=O)(=O)NCc3cccnc3)c2)cc1	-18	3	0	0.1	7	-1	0
COc1cccc(NC(=O)C2COc3ccccc3O2)c1 (stereo not drawn)	-45	-9	7	0.0	-74	-6	3
CN(C)c1ccc(C(=O)NC2(N3CCC3=O)CCCC2)cc1	-8	.	.	-0.5	-6	-17	3
Cc1nc(C#N)c(N/N=C/c2cccc(Cl)c2)o1	-204	-2	-3	0.4	-105	?	.
CC(=O)Nc1ccc2c(c1)C(C)(C)C(C)N2C (stereo not drawn)	15	.	.	-1.3	2	2	-22
CCCN1[C@@H]2c3ccc(-c4ccncc4)c(=O)n3C[C@H]1[C@H](CO)[C@H]2C(=O)NCCc1cn(C)cn1	.	-6[16.7 µM]	.	-1.5	-1	3	1
O=[N+]([O-])c1ccc(S(=O)(=O)Nc2ccc(-c3ccc(N4CCOCC4)nn3)cc2)cc1	.	.	1	-2.1	-8	0	11
C[C@@H]1CN([C@@H](C)CO)C(=O)c2cccc(NC(=O)Nc3ccccc3)c2O[C@H]1CN(C)S(=O)(=O)c1ccc(F)cc1	-3	-4[16.7 µM]	.	-0.6	1	?	-1
O=C1CCc2cccc(O)c2N1	5	.	2	4.2	-7	-6	4
Cc1ccc(NC(=O)/C(C#N)=C/c2cn(CC(=O)NCc3ccco3)c3ccccc23)cc1C	-2	.	-6	-6.7	7	-2	5
CC(=O)N1[C@H](C(=O)N2CCCCC2)[C@@H](CO)[C@@H]2Cn3c(ccc(C4=CCCCC4)c3=O)[C@@H]21	-6	2[16.7 µM]	.	-1.9	5	13	-1
COc1ccccc1CNC(=O)C(CC(C)C)NC(=O)C1CCC(C)CC1 (stereo not drawn)	-9	-3	-11	.	.	.	.
CCN1CCN(C(=O)CCc2nnc(CCCCc3ccccc3)o2)[C@@H](C)C1=O	1	.	.	-1.0	10	.	4
CCCc1c(C(=O)Nc2ccc(F)cc2C)cnn1-c1ccccc1	20	-7	-6	0.0	-4	?	-17
CC(=O)Oc1ccc(N(C(C)=O)S(=O)(=O)c2ccc3ccccc3c2)cc1	6	12	-3	-0.7	18	-8	-4
N#Cc1ccccc1OCC(=O)OCC(=O)c1ccc2c(c1)NC(=O)CO2	-9	-13	-1	.	.	.	4
COc1ccc(N(CC(=O)NCCSc2ccccc2)S(=O)(=O)c2ccccc2)c(OC)c1	.	7	5	-0.9	7	88*	.
CCCC#Cc1cnc2c(c1)C(=O)N([C@@H](C)CO)C[C@@H](C)[C@@H](CN(C)C(=O)Nc1ccccc1OC)O2	.	7[16.7 µM]	2	2.6	2	-5	8
O=C1N(CN2CCOCC2)c2ccccc2C12OCC(CCl)O2 (stereo not drawn)	21	-8	2	-4.1	11	0	3
COc1cccc(CNC(=O)c2c(C)nn(-c3ccccc3)c2C)c1	-8	1	2	-0.9	-5	-3	-3
O=C(CCCCl)Nc1c2c(nn1-c1ccccc1)CSC2	3	-2	4	-2.5	.	-11	12
O=C1CNC[C@H]2[C@H](c3ccc(C#CC4CCCC4)cc3)[C@H](CO)N12	-14	.	-6	-4.5	12	-7	5
COCC(=O)N1CC(=O)N2[C@H](C1)[C@H](c1ccc(C#CC3CCCC3)cc1)[C@@H]2CO	.	.	13	2.3	-3	-4	-8
